Screening data as filed in PubChem BioAssay.
USP1-UAF1 inh: Inhibitors of USP1/UAF1: Primary Screen; Ubiquitin carboxyl-terminal hydrolase 1 (Homo sapiens), O94782; recombinant USP1/UAF1, Ub-Rhodamine cleavage fluorescence; Potency, µM (top dose mostly 57.1 µM), for inactives: at the highest dose activity change, negative = inhibition, usual class: inhibitors; 0.23% of 390,000 active; AID 743255, 2014; note: % is set by controls: 0 for no effect and ±100 for the full control effect; nearly all actives have a fitted effect of over 60% in size; inactives centre near -12
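Step one: compound is pinned into 1nM USP1/UAF1 in HEPES pH 7.8 buffer with TCEP. Step two: 15 min room-temperature incubation. Step three: Ub-Rho (150nM final) starts cleavage, tracked by fluorescence over six one-minute reads.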
RXFP1 ag: qHTS Assay for Agonists of the Relaxin Receptor RXFP1. Relaxin receptor 1 (Homo sapiens), Q9HBX9. HEK293T-RXFP1 cAMP TR-FRET, 30 min; response scale: percent of porcine relaxin response, buffer zero. 0.3% of 370,000 active. Potency, µM (titrated, usually from 57.5 µM), without a hit: at the top dose activation, usual class: activators; note: % is set by controls: 0 for no effect and ±100 for the full control effect; nearly all actives have a fitted effect of over 60% in size; many of its hits are not listed in these tables
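cAMP rise read by TR-FRET after 30 min, 37C compound exposure (up to 58 uM) in RXFP1-transfected HEK293 cells with Ro 20174 present. EC50 from Hill-equation fits, with 29 nM porcine relaxin as 100% and buffer as basal.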
TrxR1 inh: qHTS Assay for Inhibitors of Mammalian Selenoprotein Thioredoxin Reductase 1 (TrxR1): qHTS; Potency, µM (doses to about 114 µM), for inactives: top-dose activity change, negative = inhibition, most hits filed as inhibitors; Thioredoxin reductase 1, cytoplasmic (Rattus norvegicus), O89049; recombinant rTrxR1, NADPH fluorescence consumption, selenite substrate; 1% of 390,000 active; note: % is set by controls: 0 for no effect and ±100 for the full control effect; nearly all actives have a fitted effect of over 65% in size
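Rat TrxR1 (90 nM in the dispensed reagent) was pre-reduced with 400 uM NADPH for 5 min at room temperature, then incubated with compound for 15 min. After 400 uM selenite was added, NADPH fluorescence (Ex 340/Em 450 nm) was followed for 8 min.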
Vif-APOBEC3F blk: qHTS for Inhibitors of Vif-A3F Interactions: qHTS. HeLa A3F-eYFP + Vif (tagged APOBEC3F with the HIV-1 protein that degrades it), YFP fluorescence increase. Potency, µM (highest dose often 46.1 µM), for the others: at the top dose activity, negative = active. 0.2% of 390,000 active; note: % of control where 0% means no effect; nearly all actives have a fitted effect of over 65% in size
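HeLa cells stably expressing A3F-eYFP plus Vif, plated and incubated overnight at 37 deg C, then exposed to compounds overnight at 37 deg C. Blocked degradation read as raised yellow fluorescence (Ex 488/Em 500-530).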
Vif-APOBEC3G blk: qHTS for Inhibitors of Vif-A3G Interactions: qHTS; Potency, µM (series often up to 46.1 µM), for inactives: at the top dose activity, negative = active, usual class: inhibitors; 0.076% of 410,000 active; DNA dC->dU-editing enzyme APOBEC-3G (Homo sapiens), Q9HC16; AID 602310, 2012; HeLa A3G-eYFP + Vif (tagged APOBEC3G with the HIV-1 protein that degrades it), YFP fluorescence, overnight;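 note: % is set by controls: 0 for no effect and ±100 for the full control effect; nearly all actives have a fitted effect of over 60% in size; hits raise eYFP signal because A3G escapes Vif-driven loss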
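Read-out is eYFP fluorescence (Ex 488/Em 500-530) from Vif-expressing HeLa A3G-eYFP cells; more signal means A3G escaped Vif-mediated degradation. Cells plated overnight, compound pinned in, incubated overnight at 37 deg C.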
ALOX12 inh: Primary qHTS assay for inhibitors of human arachidonate 12S-lipoxygenase (ALOX12): Round 2 | Polyunsaturated fatty acid lipoxygenase ALOX12 (Homo sapiens), P18054 | purified 12hLO, xylenol orange hydroperoxide absorbance | Potency, µM (titrated, usually from 108 µM), for the others: top-dose activity change, negative = inhibition, hits mostly inhibitors | 1.1% of 580,000 active; note: % is set by controls: 0 for no effect and ±100 for the full control effect
Target sequence (P18054 whole entry, looked up): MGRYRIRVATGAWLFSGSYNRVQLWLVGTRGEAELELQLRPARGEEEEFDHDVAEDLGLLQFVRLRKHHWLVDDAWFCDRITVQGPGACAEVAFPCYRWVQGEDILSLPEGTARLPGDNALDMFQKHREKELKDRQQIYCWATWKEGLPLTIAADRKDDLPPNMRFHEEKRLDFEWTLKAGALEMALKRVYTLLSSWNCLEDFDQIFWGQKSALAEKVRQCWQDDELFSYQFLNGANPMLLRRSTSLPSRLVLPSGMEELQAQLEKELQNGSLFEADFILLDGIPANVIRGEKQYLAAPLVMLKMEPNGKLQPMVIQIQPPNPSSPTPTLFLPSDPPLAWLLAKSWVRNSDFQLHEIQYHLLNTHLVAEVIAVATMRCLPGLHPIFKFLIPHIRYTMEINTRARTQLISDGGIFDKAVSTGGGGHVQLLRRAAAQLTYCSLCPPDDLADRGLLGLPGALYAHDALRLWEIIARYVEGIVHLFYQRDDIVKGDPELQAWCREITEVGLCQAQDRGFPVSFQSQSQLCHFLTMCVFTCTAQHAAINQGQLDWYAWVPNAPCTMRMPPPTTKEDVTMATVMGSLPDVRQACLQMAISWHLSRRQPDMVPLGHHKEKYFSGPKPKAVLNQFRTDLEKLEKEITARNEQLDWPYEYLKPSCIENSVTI
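Hydroperoxide product was detected by ferrous iron/xylenol orange as the 573 to 405 nm absorbance ratio. Arachidonic acid at 40 uM (final) was turned over for 30 min at room temperature by 150 nM human 12hLO, pH 7.0 Hepes buffer, after 15 min compound preincubation.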
mIDH1 inhibitor: qHTS for Inhibitors of mutant isocitrate dehydrogenase 1 (IDH1): qHTS; Potency, µM (highest dose often 76.6 µM), for the others: at the highest dose activity change, negative = inhibition, most hits filed as inhibitors; Isocitrate dehydrogenase [NADP] cytoplasmic (Homo sapiens), O75874; 0.093% of 390,000 active; IDH1-R132H enzyme, NADPH consumption, diaphorase/resazurin fluorescence; AID 602179, 2012; note: % is set by controls: 0 for no effect and ±100 for the full control effect; nearly all actives have a fitted effect of over 65% in size
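IDH1-R132H (0.5 ug/mL dispensed) in pH 7.5 Tris buffer was preincubated 30 min with compound, then given a substrate mix of 0.016 mM NADPH and 2 mM alpha-KG for 80 min at room temperature; remaining NADPH was read by diaphorase/resazurin fluorescence.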
TrxR1 substrate: qHTS Assay for Substrates of Mammalian Selenoprotein Thioredoxin Reductase 1 (TrxR1): qHTS | Thioredoxin reductase 1, cytoplasmic (Rattus norvegicus), O89049 | purified TrxR1 substrate turnover, NADPH consumption readout | 0.01% of 390,000 active | AID 588456, 2011 | Potency, µM (series often up to 114 µM), inactives show at the highest dose activity change, negative = substrate turnover; note: % is set by controls: 0 for no effect and ±100 for the full control effect; nearly all actives have a fitted effect of over 50% in size
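Rat TrxR1, dispensed at 90 nM, was prereduced with 400 uM NADPH (final) for 5 min at ~22 deg C, then incubated with compound 15 min before 400 uM selenite. A first-read NADPH fluorescence drop versus no-compound background flagged substrates.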
RGS4 inh: Inhibitors of Regulator of G Protein Signaling (RGS) 4: qHTS; Regulator of G-protein signaling 4 (Homo sapiens), P49798; Transcreener GDP fluorescence polarization, RGS4-accelerated GTP hydrolysis; Potency, µM (series often up to 114 µM), for the others: at the top dose activity change, negative = inhibition, hits mostly inhibitors; 0.039% of 390,000 active; AID 504845, 2011; note: % is set by controls: 0 for no effect and ±100 for the full control effect; nearly all actives have a fitted effect of over 75% in size; some results filed as inactive show a strong effect at the top dose
Target sequence (P49798 whole entry, looked up): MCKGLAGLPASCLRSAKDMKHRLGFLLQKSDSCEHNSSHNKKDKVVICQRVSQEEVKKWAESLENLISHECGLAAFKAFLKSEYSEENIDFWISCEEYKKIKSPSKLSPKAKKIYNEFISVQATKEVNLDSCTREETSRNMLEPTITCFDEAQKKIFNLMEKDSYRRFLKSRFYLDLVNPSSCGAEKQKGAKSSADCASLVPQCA
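MLSMR compounds (23 nl, pin-transferred) preincubated 10 min at room temperature with a 500nM (2x) first reagent, then RGS4 at 900nM (2x) plus Transcreener GDP mix added; fluorescence polarization (620/688 nm) read before and after 90 min at 30 °C.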
The depositor's hits bear a star; i = inactive; ? = inconclusive; / = no result given; & = joins results of further samples; [ ] = remark or other dose. Calls come from the whole dose curve; as a rule, active = well fitted curve in the direction sought with a large enough effect; inconclusive = small, poorly fitted or top-dose-only effect, or another doubt; inactive = no such curve, though single readings can be large; an effect the other way counts as inactive or inconclusive. Potency is the fitted concentration of half-maximal effect. An excerpt; the hit share may differ from the screen's.

SMILES	USP1-UAF1 inh	RXFP1 ag	TrxR1 inh	Vif-APOBEC3F blk	Vif-APOBEC3G blk	ALOX12 inh	mIDH1 inhibitor	TrxR1 substrate	RGS4 inh
Cc1ccc(NC(=O)COC(=O)C2CC(=O)N(Cc3ccccc3)C2)cc1F (configuration not stated)	1%	-1.3%	5%[57.1 µM]	0%	-3%	-30%	-3%	0%[57.1 µM]	-28%
CC1CCCCN1C(=O)c1c(Cl)cnn1C (configuration not stated)	-19%	-1.9%	18%	1%	-1%	-5%	-5%	3%	2%
Cc1cccc(-c2nc(SCC(=O)N(C)c3ccccc3)c3c(=O)n(C)c(=O)n(C)c3n2)c1	-15%	4.6%	13%[57.1 µM]	5%	-5%	5%	-10%	2%[57.1 µM]	2%
O=C(CSc1nnc2sc3ccccc3n12)NCc1ccc2c(c1)OCO2	?	18%	36%	-1%	-6%	-2%	-5%	7%	-6%
Cc1ccc2oc(C(=O)N3CCN(CC(=O)NC(C)C)CC3)c(C)c2c1	-6%	0.5%	-1%	8%	-4%	6%	-4%	1%	-28%
Cc1cc(C)n(CCCNC(=O)c2ccc(C)c(S(=O)(=O)N3CCOCC3)c2)n1	-11%	2.5%	13%	-17%	0%	13%	2%	1%	-16%
Cc1ccc(-c2nc3ncccc3o2)cc1NC(=O)c1ccccc1	-21%	1.3%	11%	-1%	-2%	141%[activator]	-2%	4%	13%
Oc1oc(-c2ccccc2)nc1C=Nc1ccccc1	-9%	0.6%	7%	-4%	1%	?	15%	2%	-7%
Cc1nnc(NCc2ccncc2)c2ccccc12	-19%	0.0%	2%	-1%	3%	47%[activator]	4%	8%	-42%
CCC(=O)c1cn(CC(=O)Nc2ccccc2F)c2ccccc12	?	0.4%	16%[57.1 µM]	11%	-3%	0%	9%	3%[57.1 µM]	9%
CC(NC(=O)COC(=O)C1CCCCC1)c1ccccc1 (configuration not stated)	-4%	/	29%	-9%	0%	-3%	9%	17%	0%
Cc1ccc(C)c(OCc2cc(C(=O)N3C[C@@H](C)O[C@@H](C)C3)no2)c1	-2%	-0.7%	-17%	-17%	0%	-16%	0%	-14%	-8%
CC(C)Oc1ccc(C2CC(=O)NC2=O)cc1 (configuration not stated)	-16%	-0.7%	11%[57.1 µM]	-2%	1%	0%	4%	5%	-16%
CC(C)c1ccccc1OCC(=O)Nc1ccccc1C(=O)N1CCOCC1	-3%	-1.8%	12%	-17%	-1%	-20%	8%	6%	19%
O=C(Nc1ccccc1O)c1cccc(NC(=O)c2ccco2)c1	-22%	-0.6%	16%	1%	0%	-6%	7%	4%	-8%
Cc1ccc(Cn2ncc(C)c2N)o1	-1%	2.5%	24%	13%	-3%	0%	8%	3%	25%[56.9 µM]
CCn1nnnc1-c1ccc(OC)c(S(=O)(=O)Nc2ccccc2OC)c1	-17%	/	/	-3%	-3%	4%	-7%	/	/
COc1ccc(N2CCN(c3nc4c(C)cccn4c(=O)c3/C=C(\C#N)C(N)=O)CC2)cc1	-23%	11%	39%[activator]	3%	3%	-26%	1%	65%[activator]	5%
CCC(Sc1nnnn1-c1ccccc1)C(=O)Nc1nc2ccccc2s1 (configuration not stated)	-23%	0.6%	3%	0%	-10%	3%	6%	-1%	-22%
C#CCOCCOCCOCCNc1nc(N2CCN(C(=O)CCCCCCCCCCNC(=O)[C@H]([C@@H](C)CC)n3cc(CCCCCN)nn3)CC2)nc(N2CCN(C(=O)CCCCCCCCCCNC(=O)[C@H](CO)n3cc(CCCCCN)nn3)CC2)n1	-11%	0.8%	?	3%	-18%	/	0%	1%	-38%

In the list so far, these contain an aryl methoxy group:
SMILES	USP1-UAF1 inh	RXFP1 ag	TrxR1 inh	Vif-APOBEC3F blk	Vif-APOBEC3G blk	ALOX12 inh	mIDH1 inhibitor	TrxR1 substrate	RGS4 inh
CCn1nnnc1-c1ccc(OC)c(S(=O)(=O)Nc2ccccc2OC)c1	-17%	/	/	-3%	-3%	4%	-7%	/	/
COc1ccc(N2CCN(c3nc4c(C)cccn4c(=O)c3/C=C(\C#N)C(N)=O)CC2)cc1	-23%	11%	39%[activator]	3%	3%	-26%	1%	65%[activator]	5%

The results go on.
SMILES	USP1-UAF1 inh	RXFP1 ag	TrxR1 inh	Vif-APOBEC3F blk	Vif-APOBEC3G blk	ALOX12 inh	mIDH1 inhibitor	TrxR1 substrate	RGS4 inh
O=C(COc1ccc(Cl)cc1)NN=C1CCCCCCC1	-13%	-1.8%	21%	-4%	-3%	1%	2%	4%[57.1 µM]	-1%
O=C(NCCc1ccccc1)c1ccc2c(c1)N(Cc1ccc(Cl)cc1)C(=O)CS2	-14%	-1.0%	1%	-1%	-9%	-24%	0%	-1%	-10%
COc1ccc(/C=C(\C#N)C(=O)c2cccn2C)cc1	-21%	-0.5%	2%	-5%	-3%	0%	19%	1%	-24%
COc1cccc(OC)c1C(=O)NC(=S)Nc1ccc2oc(=O)ccc2c1	-8%	-0.2%	10%[57.1 µM]	-5%	0%	-23%	-1%	7%[57.1 µM]	-19%
CC(C)c1ccc(OCC(=O)Nc2c3c(nn2C(C)(C)C)CS(=O)(=O)C3)cc1	1%	-0.1%	-1%	1%	0%	-8%	-2%	-3%	-8%
COc1cc(C)ccc1OCC(=O)Nc1ccccc1N1CCOCC1	-7%	1.2%	4%	2%	-7%	62%	2%	-8%	3%
N#Cc1ccc(NC(=O)Nc2ccc(Cl)cc2)cc1	-18%	-0.3%	10%[57.1 µM]	3%	-1%	99%[activator]	2%	-7%	12%[11.4 µM]
COc1ccc(N2CCN(CCCNC(=O)CCC(=O)N3CCOc4ccc(Cl)cc43)CC2)cc1	-19%	-2.2%	-7%	0%	1%	-19%	0%	-5%	37%[11.4 µM]
CCc1nnc(NC(=O)CSc2nc3ccccc3s2)s1	-2%	0.7%	-6%	-2%	1%	41%[activator]	-4%	-5%	-2%
CC(=O)N1CCN(S(=O)(=O)c2cccc(C(=O)NNC(=O)c3ccc(Br)cc3)c2)CC1	-12%	/	23%	0%	-3%	378%[activator]	-9%	6%	-36%
O=C(NCc1cccs1)NC1CCCCC1	8%	-0.3%	-9%	5%	-1%	-2%	14%	7%[57.1 µM]	0%
Cc1nc2c(-c3ccc(F)cc3)c(C)nn2c(C)c1CCC(=O)NCc1ccc(F)cc1	-12%	-1.7%	28%	-2%	0%	-4%	-6%	5%	-9%
COc1ccc(C(CC(=O)Nc2ncccc2C)N2Cc3ccccc3C2=O)cc1OC (configuration not stated)	8%&1%	-1.8%&-1.3%	-12%&12%	-9%&-12%	-5%&1%	-4%	0%&-2%	3%[57.1 µM]	-7%&-9%
Cc1ccc(Nc2nnc(SCc3ccccc3)s2)cc1	8%	-0.4%	28%	/	-2%	-20%	6%	0%	10%
O=C1CCCC2=C1C(c1ccc(Cl)cc1)C1C(=O)c3ccccc3C1=N2 (configuration not stated)	-15%	0.3%	-30%	9%	-6%	?	7%	-2%[57.1 µM]	-26%
CCOc1ccc(NC(=O)COc2ccc(C(=O)NC(C)c3ccc(S(N)(=O)=O)cc3)cc2OC)cc1 (configuration not stated)	-10%	-0.4%	16%	-10%	-2%	4%	0%	3%	-12%
Cc1ccc(CNC(=O)CCc2nnc3n(C)c(=O)c4sccc4n23)cc1	-6%	20%	-3%	2%	1%	-23%	-5%	-5%	-8%
Cc1ccc(-n2c(=O)[nH]c3sc4c(c3c2=O)CCNC4)cc1C	-18%	0.3%	16%	1%	4%	?	-11%	11%[2.29 µM]	2%
CCCN(CCC)Cc1c(C(=O)N/N=C/C(C)=C\c2ccco2)nnn1-c1nonc1N	-19%	-1.1%	-14%	-15%	-2%	?	12%	-12%	-35%
O=C1C2=C(Nc3ccccc3SC2c2c(F)cccc2Cl)c2ccccc21 (configuration not stated)	-20%	0.2%	51%[activator]	-1%	-13%	1%	0%	1%	?
CCCC(CCC(=O)OC)(C(=O)OCC)c1csc(N)n1 (configuration not stated)	-9%	-0.1%	?	-1%	-3%	16%	4%	-4%[57.1 µM]	-12%
CCOc1cc(NC(=S)NCc2ccco2)c(OCC)cc1NC(=O)CC(C)C	-10%	-3.8%	-10%	-1%	-2%	8%	6%	-12%	-18%
Cc1cc2nc(SCCOC(=O)Nc3ccc(Cl)cc3)nc(C)c2cc1C	-8%	-0.8%	11%	0%	1%	i	-2%	-1%	-6%
